Bioassay records from PubChem.
Kir21 inh = inhibitors of mouse Kir2.1 inward-rectifier potassium channel. P35561. HEK293-Kir2.1, FluxOR thallium flux fluorescence; active compounds read low. B-score at 10 µM. actives 0.85% (n = 310,000);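 active = fluorescence ratio B-score at or below minus 3 SD of library scores, with starting-brightness B-score within 2 SD, cut at about -4.2 in these data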;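 also: channel flux triggered by added potassium and thallium sulfate stimulus; B-score of peak minus minimum fluorescence over baseline after thallium stimulus; more negative B-score means stronger Kir2.1 block with less thallium influx; some compounds called inactive have numbers as strong as hits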
Target sequence (P35561 whole entry, looked up): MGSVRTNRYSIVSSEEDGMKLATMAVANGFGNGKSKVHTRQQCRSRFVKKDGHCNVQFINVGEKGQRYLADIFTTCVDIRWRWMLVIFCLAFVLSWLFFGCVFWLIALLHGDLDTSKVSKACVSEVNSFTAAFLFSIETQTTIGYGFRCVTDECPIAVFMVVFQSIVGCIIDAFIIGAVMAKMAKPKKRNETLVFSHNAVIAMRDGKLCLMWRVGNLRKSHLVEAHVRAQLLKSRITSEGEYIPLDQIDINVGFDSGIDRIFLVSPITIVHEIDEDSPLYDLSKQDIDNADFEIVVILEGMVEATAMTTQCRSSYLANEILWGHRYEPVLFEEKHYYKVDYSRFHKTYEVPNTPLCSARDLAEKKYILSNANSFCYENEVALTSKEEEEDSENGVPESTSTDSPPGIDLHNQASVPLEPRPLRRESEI
STK33 kinase inh = human STK33 kinase inhibition | Q9BYT3 | purified STK33, MBP phosphorylation, ADP-Glo luminescence | inhibition, % at 10 µM | actives 0.073% (n = 320,000) | AID 2661;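 active = inhibition at or above 25%, using the most active replicate where run in duplicate; inactive = inhibition below 25%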
Target sequence (Q9BYT3 whole entry, looked up): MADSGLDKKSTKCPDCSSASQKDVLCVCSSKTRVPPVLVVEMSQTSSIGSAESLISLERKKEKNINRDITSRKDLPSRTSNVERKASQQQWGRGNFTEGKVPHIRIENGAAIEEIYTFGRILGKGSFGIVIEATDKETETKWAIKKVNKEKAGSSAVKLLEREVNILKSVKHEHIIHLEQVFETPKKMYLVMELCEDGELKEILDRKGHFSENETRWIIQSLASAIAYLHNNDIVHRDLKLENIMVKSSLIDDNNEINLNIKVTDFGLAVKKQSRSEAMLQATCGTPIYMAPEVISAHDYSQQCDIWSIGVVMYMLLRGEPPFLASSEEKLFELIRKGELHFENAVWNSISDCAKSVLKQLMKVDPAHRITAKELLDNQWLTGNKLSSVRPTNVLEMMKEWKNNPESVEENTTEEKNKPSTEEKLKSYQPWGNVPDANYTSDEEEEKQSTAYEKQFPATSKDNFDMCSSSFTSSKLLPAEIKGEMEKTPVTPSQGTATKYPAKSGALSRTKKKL
* marks the source's active call; other numbers are inactive results; . = not tested or not shown.

Below each SMILES – Kir21 inh | STK33 kinase inh
- CC1(C)Oc2ccc3ccc(=O)oc3c2/C(=C/NNC(N)=S)C1=O
→ 0.85 | -0.5
- O=C(NCc1cccs1)Nc1cccs1
→ -1.3 | -1.6
- N=c1sc2ccccc2n1-c1ccccc1
→ 0.92 | 1.4
- CCOC(=O)CC1C(=O)NC2CCCCC2N1C(=O)Nc1ccc(Cl)cc1 (stereo not drawn)
→ -0.76 | -3.2
- COc1ccc(CNc2oc(COc3ccccc3)nc2C#N)cc1
→ -0.79 | -0.6
- CCOC(=O)CC(=O)CSc1nc(-c2ccccc2)cc(-c2ccc(Cl)cc2)c1C#N
→ 0.28 | -2.3
- CSc1ncccc1C(=O)Nc1ccc(C)cn1
→ -0.97 | -0.9
- O=C(c1cccc(F)c1)N1CCC2(CC1)NCCc1[nH]cnc12
→ 0.05 | -0.1
- O=C(OCCCc1cc2ccccc2c(=O)o1)N1CCOCC1
→ . | 0.2
- Cc1ccc(S(=O)(=O)N2CCN(C(=O)COC(=O)c3cnc(C)cn3)CC2)c(C)c1
→ -1.1 | 0.1
- CC1(C)C2CCC1(CS(=O)(=O)N1CCCC1C(=O)O)C(=O)C2 (stereo not drawn)
→ . | 0.9
- CCSC1=N/C(=C\C=C2/Oc3ccccc3N2CC)C(=O)S1
→ -0.34 | -2.5
- CCNC(=O)NC(=O)C(C)OC(=O)c1ccc(-n2nc(SC)sc2=S)cc1 (stereo not drawn)
→ 0.49 | 0.1
- COc1ccc(Nc2sc(C(=O)c3ccc(Cl)cc3)c(N)c2C(=O)Nc2ccccc2OC)cc1
→ -0.12 | -1.6
- CCNCc1nc2cc(OC)c(OC)cc2c(=O)[nH]1
→ -0.48 | -1.1
- O=C(c1ccc(Cl)cc1Cl)N1CCSCC1
→ 0.3 | 0.5
- N#Cc1sc2nc(-c3cccs3)cc(-c3ccc(Cl)cc3)c2c1N
→ -0.78 | -2.0
- CCOC(=O)c1cnc(-n2nc(C)cc2C)nc1NCCO
→ -0.08 | -0.1
- O=C(COC(=O)c1ccc2c(c1)OCCO2)Nc1cc(Cl)ccc1Cl
→ -2.2 | -1.1
- CC(C)C(=O)N1CCN(c2ccccc2N)CC1
→ -0.04 | -0.9
- CCCCOC(=O)c1ccc(NC(=O)C(=O)NCC2CCCO2)cc1 (stereo not drawn)
→ 0.33 | -2.4
- CN(C(=O)COC(=O)c1ccccc1Nc1ccccc1)c1c(N)n(Cc2ccccc2)c(=O)[nH]c1=O
→ -1.6 | -1.2
- Cc1ccc(S(=O)(=O)N2CCN(C(=O)CCn3nc(C)c(C)c3C)CC2)cc1C
→ 0.52 | -0.4
- NC(=O)Cn1c(=O)n(Cc2ccco2)c(=O)c2c3c(sc21)CCCCC3
→ 0.21 | 2.4
- Cc1c(CN2CCCC(C(=O)c3cccc(Cl)c3)C2)c(=O)n(-c2ccccc2)n1C (stereo not drawn)
→ -0.96 | -0.8
- O=C(Cc1cccs1)N1CCN(c2ccccn2)CC1
→ -0.49 | -1.2
- O=C(Cc1nnc(NC(=O)Nc2ccc(Cl)cc2)s1)NCc1ccccc1
→ -0.95 | -1.5
- CC(C)Cn1c(N2CCN(C(=O)c3cccs3)CC2)nc2ccccc21
→ 0.95 | -1.3
- CC1(C)CC(CCN)(Cc2ccccc2Cl)CCO1 (stereo not drawn)
→ 1.3 | -0.3
- c1ccc(-c2nc3ccccn3c2-c2ccccc2)cc1
→ -1.7 | -0.8
- O=C(CSc1ccccc1F)NCC1(N2CCCCC2)CCCCC1
→ . | -0.8
- COc1ccc(Nc2nccc3c2ncn3C)cc1
→ 0.74 | 0.5
- COc1ccc(C2=NN(C(=O)CSc3ncccn3)C(c3ccc(OC)cc3)C2)cc1 (stereo not drawn)
→ -0.67 | -2.1
- CN(c1ccccc1)S(=O)(=O)c1cccc(NC(=O)c2ccc(=O)[nH]n2)c1
→ . | -0.5
- Cc1cccc(C(=O)Nc2nc3ccc(S(C)(=O)=O)cc3s2)c1
→ -1.4 | 0.2
- COc1cc(OC)cc(C(=O)Nc2nc(CC(=O)NC(C)c3ccccc3)cs2)c1 (stereo not drawn)
→ -0.03 | .
- Cc1cc(C(=O)Nc2ccc(F)cc2)c2ccccc2n1
→ 0.91 | -1.7
- Cc1ccc(SCC(=O)OCC(=O)NCCc2ccccc2)cc1
→ . | -1.2
- O=C(Cc1ccccc1)Nc1ccc(Br)c(Cl)c1
→ 0.33 | -0.6
- O=C(CCN1C(=O)/C(=C\c2ccccc2F)SC1=S)N1CCCCC1
→ 0 | 1.3
- O=[N+]([O-])c1ccccc1/C=N/OCc1ccccc1
→ -0.08 | 1.2
- COc1ccc(C(=O)N(C)C2(C)CCS(=O)(=O)C2)cc1OC (stereo not drawn)
→ -0.02 | 0.9
- CC1Cc2ccccc2N1C(=O)CCn1cccn1 (stereo not drawn)
→ 0.75 | -0.6
- O=C(Nc1c(F)cc(F)cc1Br)c1cc(-c2ccccc2)on1
→ 1.5 | -0.5
- Cc1oc(-c2ccc(Cl)cc2)nc1CS(=O)CC(=O)NCc1cccs1 (stereo not drawn)
→ -0.71 | -0.5
- C(=C\c1nc(-c2ccncc2)no1)/c1ccccc1
→ -1.9 | 0.4
- O=C1ON=C(c2ccccc2)/C1=C/c1ccc(O)cc1
→ -6.8* | -0.9
- CC(C)CN1CCNC(=O)C1CC(=O)NCc1cnn(-c2cccc(F)c2)c1 (stereo not drawn)
→ 0.03 | .
- C=CCN(CC=C)S(=O)(=O)c1ccc(F)cc1
→ -1.4 | -0.1
- NS(=O)(=O)c1ccc(CCNC(=O)COC(=O)c2cc([N+](=O)[O-])ccc2N2CCOCC2)cc1
→ 0.02 | -2.2

Three consecutive compounds already listed, for reference:
Below each SMILES – Kir21 inh | STK33 kinase inh
- O=[N+]([O-])c1ccccc1/C=N/OCc1ccccc1
→ -0.08 | 1.2
- COc1ccc(C(=O)N(C)C2(C)CCS(=O)(=O)C2)cc1OC (stereo not drawn)
→ -0.02 | 0.9
- CC1Cc2ccccc2N1C(=O)CCn1cccn1 (stereo not drawn)
→ 0.75 | -0.6

Following part
Below each SMILES – Kir21 inh | STK33 kinase inh
- C/C(=N\NC(=O)COc1ccccc1-c1ccccc1)c1cccnc1
→ 0.59 | -0.7
- CCCc1nnc(NC(=O)CCS(=O)(=O)c2ccccc2)s1
→ -0.35 | -1.3
- CCOC(=O)/C=c1\s/c(=C(\C#N)C(=O)NC)n(-c2ccccc2)c1=O
→ -0.52 | -0.7
- CCOc1cc(-c2c(C#N)c(N)nc3c2CCc2ccccc2-3)ccc1O
→ 0.01 | 0.3
- O=C(CSc1nnc(-c2ccco2)n1Cc1ccccc1)c1ccc(F)cc1
→ -3.5 | -0.1
- CCCN(C(=O)c1ccc(S(=O)(=O)N2CCCC2)cc1)C1CCS(=O)(=O)C1 (stereo not drawn)
→ . | 0.3
- COc1ccc(OCc2nnc(SCC(=O)N3c4ccccc4Sc4ccc(Cl)cc43)o2)cc1
→ 0.41 | 0.1
- COc1cccc(CC(NC(C)=O)C(=O)NC2CCN(S(=O)(=O)c3ccc4ccccc4c3)CC2)c1 (stereo not drawn)
→ -1.2 | -0.7
- COC(=O)c1ccc(C2C(C#N)=C(N)Oc3cc(C)n(C)c(=O)c32)cc1 (stereo not drawn)
→ 0.34 | -1.0
- O=C(CN1CCN(c2ccccc2)CC1)NC(=O)NCc1ccccc1
→ . | -0.2

Ordered by SMILES length (smallest number first): part of the list above
Below each SMILES – Kir21 inh | STK33 kinase inh
- O=C(CN1CCN(c2ccccc2)CC1)NC(=O)NCc1ccccc1
→ . | -0.2
- O=C(CSc1nnc(-c2ccco2)n1Cc1ccccc1)c1ccc(F)cc1
→ -3.5 | -0.1
- COC(=O)c1ccc(C2C(C#N)=C(N)Oc3cc(C)n(C)c(=O)c32)cc1 (stereo not drawn)
→ 0.34 | -1.0
- COc1cccc(CC(NC(C)=O)C(=O)NC2CCN(S(=O)(=O)c3ccc4ccccc4c3)CC2)c1 (stereo not drawn)
→ -1.2 | -0.7

New compounds follow
Below each SMILES – Kir21 inh | STK33 kinase inh
- CCc1ccccc1N1CC(C(=O)N2Cc3ccccc3CC2C(N)=O)CC1=O (stereo not drawn)
→ . | -2.2
- CCOC(=O)C1CCCCN1C(=O)c1oc2c(Cl)cc(C)cc2c1C (stereo not drawn)
→ -0.89 | -0.2
- COc1ccc(-c2cc(C(=O)Nc3ccccc3)on2)cc1
→ -0.72 | .
- O=C(CN1C(=O)NC(Cc2c[nH]c3ccccc23)C1=O)Nc1ccccc1Br (stereo not drawn)
→ . | -0.7
- O=C(NC(Cc1ccccc1)c1ccc2c(c1)OCCCO2)c1ccc(F)cc1 (stereo not drawn)
→ -0.54 | 1.0
- CC(C)(C)NC(=S)NCCc1ccccc1
→ -1.7 | -0.9
- O=S(=O)(Nc1cc(C(F)(F)F)ccc1N1CCOCC1)c1ccccc1
→ 0.01 | 0.1
- O=C(NC1CCc2ccccc21)c1cc(COc2ccc(F)cc2Cl)on1 (stereo not drawn)
→ -1 | 0.1
- O=C(c1ccc(F)cc1)N(Cc1ccccc1)C1CCS(=O)(=O)C1 (stereo not drawn)
→ 0.1 | -2.3
- O=C1CCCC2=C1C(c1ccco1)Nc1ccc3ccccc3c12 (stereo not drawn)
→ 1.1 | 4.6
- Cc1noc(C)c1C(=O)Nc1ccc(-c2nnc3n2CCCCC3)cc1
→ . | -0.9
- O=C(Nc1nc2c(Cl)ccc(Cl)c2s1)C1CC1
→ -0.98 | 0.0
- S=c1[nH]nc(COc2ccccc2)n1/N=C/C=C/c1ccco1
→ 1.8 | 1.2
- CN(C)c1ccc(C(CNS(=O)(=O)c2cccc([N+](=O)[O-])c2)N2CCOCC2)cc1 (stereo not drawn)
→ 0.78 | 0.2
- Oc1ccc(/C=N/NC(=S)NC2CC3CCC2C3)cc1 (stereo not drawn)
→ -2.7 | 1.0
- CC(=O)N1CCOc2ccc(S(=O)(=O)N3CCN(c4cc(C)ccc4C)CC3)cc21
→ -0.26 | -1.6
- CCn1c(CC(=O)Nc2ccccc2C)nnc1SCC(=O)Nc1nncs1
→ 0.13 | -0.5
- CC(NC(=O)Nc1ccc(Cl)cc1)C(c1cccs1)N1CCOCC1 (stereo not drawn)
→ 0.88 | -1.7
- O=C(COc1coc(CN2CCN(c3ccccc3F)CC2)cc1=O)NC1CCCC1
→ 0.67 | -2.2
- COc1ccccc1NC(=O)COC(=O)c1ccc(S(=O)(=O)N2CCCCCC2)cc1
→ . | -0.7
- CC(C)CCN1CC(=O)N2[C@@H](Cc3c([nH]c4ccccc34)C2(C)C)C1=O
→ -0.34 | -0.5
- O=C(c1ccccc1F)N1CCN(Cc2cccc(Cl)c2)CC1
→ 0.1 | -0.7
- Cc1cccc(NC(=O)CCN2CCC(C(N)=O)CC2)c1
→ -0.48 | -1.6
- Cc1cc(OCC(=O)N2CCN(c3cccc(Cl)c3)CC2)c2c(C)c(C)c(=O)oc2c1
→ 1.5 | -1.0
- COc1ccccc1-c1ccc(Nc2ccc(C(=O)N3CCOCC3)cc2)nn1
→ 0.74 | -1.9
- C/C(=N\NC(=O)c1cc(C)oc1C)c1ccc2c(c1)OCO2
→ 1.8 | 0.2
- CCOC(=O)NC(NCCc1ccccc1)(C(F)(F)F)C(F)(F)F
→ -0.17 | 1.0
- O=C(Nc1nccs1)c1cc(S(=O)(=O)N2CCCCC2)ccc1Cl
→ -0.43 | 1.0
- CC[C@H]1OC(=O)[C@H](C)[C@@H](O[C@H]2C[C@@](C)(OC)[C@@H](O)[C@H](C)O2)[C@H](C)[C@@H](O[C@@H]2O[C@H](C)C[C@H](N(C)C)[C@H]2O)[C@](C)(O)C[C@@H](C)C(=O)[C@H](C)[C@@H](O)[C@]1(C)O
→ -0.01 | -1.1
- O=C(Nc1ccc(Br)cc1)c1ccccc1CC[N+](=O)[O-]
→ 0.06 | -1.0
- CCN(CC)S(=O)(=O)c1ccc(OCC(=O)NC2CCS(=O)(=O)C2)c([N+](=O)[O-])c1 (stereo not drawn)
→ -0.07 | -1.4
- Cc1ccc(S(=O)(=O)NCCCn2ccnc2)cc1
→ -0.02 | -2.2
- CCOc1ccccc1N1CCN(CC(=O)N(C2CCCC2)C2CCS(=O)(=O)C2)CC1 (stereo not drawn)
→ . | 0.5
- Cc1cccc2nc(CSc3ncccc3C(=O)O)cn12
→ -0.49 | 0.4
- CCN(C(=O)COC(=O)CCc1ccccc1OC)c1c(N)n(Cc2ccccc2)c(=O)[nH]c1=O
→ 0.77 | 0.4
- COc1ccc(C(C)(C)C)cc1NC(=O)CCCn1c(=O)oc2ccccc21
→ -1.9 | -1.4
- CCCOC(=O)C1[C@H]2C(=O)N(Cc3ccco3)C[C@]23C=C[C@H]1O3 (stereo partly drawn)
→ -0.01 | -0.9
- CCCC(=O)Nc1nnc(S(=O)(=O)N2CCCCCC2)s1
→ -0.93 | 1.2
- c1ccc(-c2cc(-c3ccccc3)ncn2)cc1
→ -0.27 | -0.9
- COc1ccccc1-c1nnc(SCC(=O)O)n1-c1ccc(C)cc1
→ 1.7 | -1.6
- COc1ccccc1NC(=O)N1CCOCC1
→ 2.5 | 0.7
- COc1ccc(OC)c(S(=O)(=O)N2CCC(C(=O)Nc3cc(C)ccc3C)CC2)c1
→ -0.85 | -0.9
- COc1cccc(C2Nc3ccc4ccccc4c3C3=C2C(=O)CC(C)(C)C3)c1OCC(=O)O (stereo not drawn)
→ 0.42 | 0.5
- Cc1ccccc1OCc1occc1C(=O)Nc1cccc(-n2cnnn2)c1
→ -0.87 | -1.3
- CCOC(=O)Cn1nc(C)c(NC(=O)c2ccc([N+](=O)[O-])c(C)c2)c1C
→ -1.9 | 0.3
- COc1ccc(C(=O)NCCS(=O)(=O)NC2CCCC2)cc1
→ -0.04 | .
- COc1cccc(CN(C)C(=O)C23CC4CC(CC(C4)C2)C3)c1
→ -1.4 | -1.6
- O=C(c1ncc[nH]1)c1cccs1
→ 0.26 | -1.3
- CCCCCCc1cc2cc(C(=O)NCc3ccccc3)c(=N)oc2cc1O
→ -2 | -2.7
